Screening data: PubChem, several laboratories
PP5 inh: PP5 phosphatase inhibitors, primary screen, biochemical, fluorescence. inhibition, % at 6.7 µM. hit rate 0.18% among 320,000. purified PP5c, OMFP substrate fluorescence. AID 1987, 2009;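 active means inhibition above the campaign's mean inhibition across all tested compounds plus 3 SD, cut at about 9.5% in these data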;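 further: 0% = DMSO only and 100% = 100 µM cantharidin control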
core dimer inh: inhibitors of HCV core protein dimerization, primary screen, biochemical, TR-FRET, high-throughput; TR-FRET GST/Flag-core106 dimerization, 1536-well; inhibition, % at 5 µM; hit rate 0.33% among 300,000; AID 1899, 2009;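 active means inhibition above the mean of all tested compounds plus 3 SD, set per screening campaign, cut at about 45% in these data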
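assay system = GST-tagged and Flag-tagged HCV core protein residues 1-106 | controls = unlabelled core106 and no-GST-core106 wells | incubation = compound-protein-antibody incubation 4 h at 22.5 °C | probe or stimulus = Eu donor and XL665 acceptor anti-tag antibodies | read-out = % inhibition based on acceptor/donor emission ratio | signal = TR-FRET 671 and 617 nm emission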
JMJD2C inh: inhibitors of GASC-1 histone demethylase, primary screen, biochemical, fluorescence, DELFIA europium | AID 2099, 2009 | Lysine-specific demethylase 4C (Homo sapiens), Q9H3R0 | GST-JMJD2C(1-420) H3K9me3 demethylation | hit rate 0.069% among 330,000 | inhibition, % at 2.35 µM;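 active means more than half of a compound's replicate wells show inhibition beyond 50%, single wells judged on their own value; inconclusive means some, but no more than half, of replicates pass 50% inhibition; inactive means no replicate passes 50% inhibition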;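 further: signal counts dimethyl H3K9 product captured on neutravidin plate; 0% = median of DMSO wells and 100% = 0.3 times that DMSO median; strong numbers were not always called active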
Target sequence (Q9H3R0 1-420 limits assumed): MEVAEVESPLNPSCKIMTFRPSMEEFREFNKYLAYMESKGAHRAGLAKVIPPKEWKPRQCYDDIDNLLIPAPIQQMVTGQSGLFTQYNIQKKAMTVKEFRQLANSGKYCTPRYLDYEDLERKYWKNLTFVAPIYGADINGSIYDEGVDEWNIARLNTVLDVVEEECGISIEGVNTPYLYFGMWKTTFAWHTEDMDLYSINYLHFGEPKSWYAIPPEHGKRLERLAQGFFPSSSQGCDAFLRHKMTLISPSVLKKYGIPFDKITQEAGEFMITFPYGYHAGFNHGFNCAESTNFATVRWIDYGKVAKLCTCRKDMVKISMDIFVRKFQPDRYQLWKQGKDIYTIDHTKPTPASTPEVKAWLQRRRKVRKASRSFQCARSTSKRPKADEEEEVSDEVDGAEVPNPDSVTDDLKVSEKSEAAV
PP1 counter: PP1-alpha phosphatase inhibitors, primary screen, counter-screen for PP5 inhibitor project, biochemical, fluorescence, OMFP substrate, single point; purified PP1alpha; AID 2235, 2010; inhibition, % at 6.7 µM; hit rate 0.9% among 320,000; Serine/threonine-protein phosphatase PP1-alpha catalytic subunit (Homo sapiens), P62136;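 active means inhibition above the mean inhibition of all tested compounds plus 3 SD, computed separately for each screening campaign, cut at about 15% in these data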
Target sequence (P62136 whole entry, looked up): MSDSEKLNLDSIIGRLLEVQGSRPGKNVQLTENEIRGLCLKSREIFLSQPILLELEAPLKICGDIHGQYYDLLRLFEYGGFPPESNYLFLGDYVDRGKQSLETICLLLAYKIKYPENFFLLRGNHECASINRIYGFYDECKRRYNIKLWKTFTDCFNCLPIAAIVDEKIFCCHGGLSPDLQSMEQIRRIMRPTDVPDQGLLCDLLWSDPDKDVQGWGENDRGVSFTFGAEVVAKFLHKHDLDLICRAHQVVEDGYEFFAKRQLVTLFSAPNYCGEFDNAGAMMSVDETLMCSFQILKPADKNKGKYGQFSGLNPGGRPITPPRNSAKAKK
EBNA-1 inhibitor: EBNA-1 DNA-binding inhibitors, primary screen, biochemical, fluorescence polarization. inhibition, % at 14.8 µM. hit rate 0.34% among 300,000. AID 1950, 2009; in the data active means inhibition above about 28%
CTSL1 counter: Fasciola hepatica cathepsin L1 inhibitors, primary screen, counter-screen for PFM18AAP inhibitor project, biochemical, QFRET, fluorogenic peptide substrate; recombinant F. hepatica cathepsin L1, Z-Leu-Arg-MCA fluorescence; inhibition, % at 5.96 µM; hit rate 0.49% among 300,000;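 active means inhibition above the mean of all tested compounds plus 3 SD, set per screening campaign, cut at about 17% in these data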;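 further: 0% = plate median of test compound wells and 100% = 1 µM Z-Phe-Ala-diazomethylketone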
ZTA DNA inh: blocks Epstein-Barr virus ZTA, an EBNA-1 counter-screen. inhibition, % at 11 µM. AID 2234. hit rate 0.15% among 320,000. P03206. ZTA-DNA binding, fluorescence polarization; in the data active means inhibition above about 33%
Target sequence (P03206 whole entry, looked up): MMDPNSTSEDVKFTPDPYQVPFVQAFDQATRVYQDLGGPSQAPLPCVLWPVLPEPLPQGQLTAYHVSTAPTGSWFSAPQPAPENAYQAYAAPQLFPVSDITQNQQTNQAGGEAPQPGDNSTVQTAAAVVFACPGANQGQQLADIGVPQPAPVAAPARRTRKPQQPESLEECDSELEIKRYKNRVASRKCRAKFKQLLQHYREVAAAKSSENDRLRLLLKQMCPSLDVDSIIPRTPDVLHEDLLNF
CR mimetic SO: reduction of superoxide in aged yeast, primary screen, HTS; S. cerevisiae aged cells, superoxide DHE fluorescence; active compounds read low; superoxide response (% of plate mean), % at 10 µM; hit rate 0.18% among 330,000; AID 2690, 2010;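 active means superoxide response under a set limit, about three screen SD below normal, cut at about 65% in these data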;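 further: yeast aged for seven days with compound at 30 °C before DHE staining; 100% = average MFI of all compound-treated wells on the plate with controls excluded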
TPT1 inh: Candida albicans TPT1 enzyme inhibitors, primary screen, biochemical, fluorescence polarization; recombinant caTPT1, FP RNA substrate dephosphorylation; inhibition, % at 5 µM; hit rate 0.81% among 300,000; AID 1962, 2009;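 active means inhibition above the mean of all tested compounds plus 3 SD, set per screening campaign, cut at about 24% in these data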;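 further: plate controls were DMSO alone for no effect and ferristatin control at 100 nM for full effect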
Active calls of the source: *; ? = inconclusive; nt = not tested or not shown; & = joins results of further samples. Compounds as they come; any-hit rate near 3.1%.

SMILES	PP5 inh	core dimer inh	JMJD2C inh	PP1 counter	EBNA-1 inhibitor	CTSL1 counter	ZTA DNA inh	CR mimetic SO	TPT1 inh
O=C(COc1cccc(Cl)c1)Nc1ccc2c(c1)CCC2	2.5	12	9	6	4	2	-6	84	0
CN(C)S(=O)(=O)c1ccc(S(=O)(=O)N2CCCC(C(=O)NC3CCCC3)C2)cc1 (stereo not drawn)	1.0	-2	3	-1	3	-2	5	87	6
Cc1ccc(S(=O)(=O)N2CCC3(CC2)OCCO3)c(C)c1	-0.6	1	3	-3	-3	0	-5	99	2
Cc1ccc(S(=O)(=O)NC(C(=O)OCC(=O)NC2CCS(=O)(=O)C2)C(C)C)cc1 (stereo not drawn)	-0.4	-4	33&-1	-1	0	-9	-10	94	-5
CCOc1cc(C(N)=O)cc(OCC)c1OCC	1.8	-1	5	-2	1	-1	-8	92	-5
CC(C)=CCC(C)(C)CNC(=O)NC1CCCCC1	-9.4	-7	10	-3	-2	6	-3	91	0
Cc1cc(NC(=O)Cc2ccccc2)nc2c1c(=O)oc1ccccc12	2.0	17	6	1	0	-3	6	98	3
COc1ccc(NC(=O)COC(=O)c2cc(=O)c3ccccc3o2)cc1OC	-1.2	nt	9	-3	nt	nt	7	90	nt
Cc1ccc(CC2C(=O)N(CC(=O)O)C(=O)C2C)cc1 (stereo not drawn)	-1.0	-5	-24	-2	-11	1	-21	122	-2
Cn1nnnc1SCC(=O)Nc1ccc(Br)cc1Cl	0.6	-1	-14	0	-4	-4	-4	92	0
O=S(=O)(c1cccc2nsnc12)N1CCN(c2ncccn2)CC1	0.2	-1	-1	-2	9	-2	-7	89	-5
CCOC(=O)NCCc1c(C)nc2c(c(C)nn2C(C)(C)C)c1C	2.4	0	-11	-1	-5	-6	-11	104	0
COc1ccccc1OCC(=O)Nc1oc(-c2ccccc2)c(-c2ccccc2)c1C#N	2.9	29	nt	9	-11	2	-17	98	-3
Cc1cc(NC(=O)COc2ccccc2)ccc1Cl	3.1	5	-11	-2	0	-3	-10	101	-1
COCCNC(=O)c1cccc(NC(=O)C2=C(C)OCCS2)c1	-1.2	-10	-19	0	-13	6	2	112	1
CCOC(=O)Cn1nc(NC(=O)c2ccc3c(c2)OCO3)cc1C	0.7	2	6	2	5	-1	0	97	-1
CCN(CC)c1ccc2c(c1)CCCN2	3.4	-18	-2	2	-2	-7	-11	102	-60
CC1CCN(C(=O)Cn2c(=O)n(CCCC(=O)NCc3ccco3)c(=O)c3sccc32)CC1	1.1	9	-17	-2	4	0	11	103	-3
CC(=O)c1nc2ccccc2n1S(=O)(=O)c1ccc(C)cc1	1.8	1	6	-1	13	4	7	95	2
CCN(CC)NC(=O)Nc1ccccc1	2.8	0	1	2	-11	-3	-5	95	-2

In the list so far, these have an aryl methoxy group:
SMILES	PP5 inh	core dimer inh	JMJD2C inh	PP1 counter	EBNA-1 inhibitor	CTSL1 counter	ZTA DNA inh	CR mimetic SO	TPT1 inh
COc1ccc(NC(=O)COC(=O)c2cc(=O)c3ccccc3o2)cc1OC	-1.2	nt	9	-3	nt	nt	7	90	nt
COc1ccccc1OCC(=O)Nc1oc(-c2ccccc2)c(-c2ccccc2)c1C#N	2.9	29	nt	9	-11	2	-17	98	-3

Next structures.
SMILES	PP5 inh	core dimer inh	JMJD2C inh	PP1 counter	EBNA-1 inhibitor	CTSL1 counter	ZTA DNA inh	CR mimetic SO	TPT1 inh
O=C(CCCCCn1c(SCc2ccncc2)nc2ccccc2c1=O)NCc1ccco1	2.4	4	-13	1	7	0	-19	76	0
COC(=O)c1ccc(OC(=O)/C=C/c2ccco2)cc1	1.4	4	-5	-3	-1	-4	3	95	-1
Cc1cccc(CC(=O)NC2CCCCCC2)c1	0.0	14	0	-1	11	-1	-6	94	1
Cc1cccc(/C=N/Nc2cc(N3CCOCC3)nc(N3CCOCC3)n2)c1	6.0	-8	5	3	-5	3	-12	100	-3
O=C(OCc1cc(=O)n2c(n1)sc1ccccc12)c1ccc(O)cc1O	-1.8	42	6	6	15	3	-11	106	2
Cc1ccc(S(=O)(=O)N(CC(=O)Nc2cccnc2)c2cccc([N+](=O)[O-])c2)cc1	3.9	3	4	-6	-15	2	-4	105	3
COc1cc(N=c2ssnc2Cl)cc(OC)c1OC	3.8	4	-13	0	-13	6	-8	93	-5
CCOc1ccc(OCCOc2ncnc3ccccc23)cc1	3.9	-2	7	-3	-9	-5	27	111	-1
O=C(CN1CCN(Cc2ccccc2)CC1)N1CCN(c2ccccc2)CC1	-0.4	-1	5	-2	3	2	-1	85	-4
COc1cccc(/C=N/NC(=O)CNC(=O)c2ccco2)c1O	-0.7	2	0	-2	0	-2	-4	99	1
CCNc1nc(NC(C)C)nc(Oc2ccc(/C=N/O)cc2)n1	0.5	2	1	1	2	1	9	91	-4
O=C(C[n+]1ccc(-c2cc(C(=O)Nc3cccc(C(F)(F)F)c3)c3ccccc3n2)cc1)c1cccc([N+](=O)[O-])c1	1.3	5	-6	10	-2	4	9	110	3
N#Cc1ccc(Oc2ccc(/C=N/O)cn2)cc1	0.8	-6	-1	-3	-6	0	-14	80	2
Cc1ccccc1CS(=O)(=O)CCC(=O)NCc1ccc(F)cc1Cl	0.2	-2	-11	-2	6	5	-4	111	-3
O=C(N/C(=C/c1cccc([N+](=O)[O-])c1)C(=O)N1CCCCC1)c1ccco1	3.8	-19	-3	-3	13	0	3	97	-5
Clc1ccccc1OCc1nn2c(-c3ccncc3)nnc2s1	2.6	11	0	3	-2	-1	-12	125	-1
COc1ccc(OC)c(N2C(=O)CC(Cc3cc(C)cc(C)c3)C2=O)c1 (stereo not drawn)	1.5	-9	-3	-3	9	2	-8	92	-2
O=C(CCl)Nc1cc(S(=O)(=O)N2CCCCCC2)ccc1Cl	1.2	7	7	-1	0	80*	-6	94	-1
CC(C)CN1CCNC(=O)C1CC(=O)NCCc1cnn(-c2ccccc2)c1 (stereo not drawn)	-1.9	-5	-3	-1	5	-2	4	102	-4
Cc1noc(C)c1COC(=O)c1ccccc1Sc1ccccc1C#N	4.3	10	-11	3	-13	3	-11	99	1
COc1ccccc1S(=O)(=O)Cc1ccc(C(=O)NCCCN2CCN(c3ccc(F)cc3)CC2)o1	-0.1	3	-25	-1	-4	-2	-12	88	-3
O=C(Nc1ccnc(-c2cccnc2)n1)c1ccc(Cl)c(Cl)c1	3.9	0	-1	-16	-8	-1	25	119	0
Brc1ccc(C2=Nn3cnnc3SC2)cc1	1.2	-1	8	-3	-4	-1	9	96	4
COC(=O)[C@]1(CC(C)C)N[C@H](c2ccc(-c3cccc(Cl)c3)cc2)[C@@H]2C(=O)N(C)C(=O)[C@@H]21	4.1	3	?	1	7	-2	-15	114	0
Cc1cccc(C(=O)Nc2nnc(C3=COCCO3)o2)c1	-0.2	12	6	0	10	5	14	99	0
O=[N+]([O-])c1cccc(S(=O)(=O)c2cccc([N+](=O)[O-])c2)c1	3.3	0	7	5	-19	1	-6	121	2
N/C(=N\OC(=O)c1ccc([N+](=O)[O-])cc1)c1ccc(Br)cc1	1.4	18	-3	-2	0	-1	20	88	-2
Cc1cc(=O)oc2cc(OCCC[n+]3ccccc3)ccc12	-1.2	1	13	-3	12	0	8	103	-2
O=C(CCCOc1ccc(Cl)cc1Cl)N/N=C/c1ccco1	0.8	4	4	0	0	0	12	93	0
O=C(Nc1nc(-c2cccs2)c(-c2cccs2)s1)C1(c2ccccc2)CC1	3.2	-6	4	-2	-8	-4	-4	90	-3
CC(C)n1nc(C(=O)N2CCN(S(=O)(=O)c3cccs3)CC2)c2ccccc2c1=O	-2.3	3	-6	-4	-7	-4	12	103	2
Oc1ccc(NC(=S)Nc2ccccc2)cc1	-0.7&1.5	0&4	0&0	0&-2	-1&7	-1&2	-6&4	105&98	-2&-1
Cc1c(C(=O)Nc2nccs2)oc2c(Cl)cccc12	1.4	-4	0	-3	-3	10	-1	106	-2
Cc1cc(N2CCCCC2)n2nc(C)c(-c3ccccc3)c2n1	2.4	-5	3	-1	-6	-1	-13	92	2
Cc1cc(C)cc(NC(=O)C2CCN(c3cnccn3)CC2)c1	-1.5	2	16	-2	-6	1	-20	104	0
C/C=C/COC(=O)c1[nH]c2c(c1C)C(=O)CC(c1ccc(N(C)C)cc1)C2 (stereo not drawn)	1.8	6	11	4	3	0	-1	88	1
O=S(=O)(c1cccc2cccnc12)N1CCCCC1	3.4	-7	-21	0	7	-7	-3	111	-1
OCC1(C2=NOC(O)(C(F)(F)F)C2)CCCCC1 (stereo not drawn)	1.6	-3	26	-3	10	1	0	95	11
COc1cccc(CNC(C)(C)CO)c1OCc1ccc(Cl)cc1	1.6	0	1	-4	11	5	-1	96	-2
CCOc1ccc(Br)cc1S(=O)(=O)N1CC(C)OC(C)C1 (stereo not drawn)	-0.9	-4	-2	0	0	-2	0	95	-5
c1cncc(CNc2ncnc3ccc(-c4ccoc4)cc23)c1	-0.8	nt	3	0	nt	nt	1	138	nt
CNC(=S)N1CCN=C1Nc1nc(C)cc(C)n1	1.0	0	3	-3	6	-1	4	104	-1
Cc1ccc(S(=O)(=O)Nc2ccc(O)c3cccnc23)cc1	0.1	-14	-13	2	-13	1	-1	117	5
Cc1ccc(NC(=O)c2ccc(OC(=O)c3ccco3)cc2)cc1	-0.7	0	8	8	-3	-2	4	128	-4
O=C(OCC1OC(n2ccc(=O)[nH]c2=O)C(O)C1OC(=O)c1ccccc1)c1ccccc1 (stereo not drawn)	-0.3	-2	1	0	-19	-1	-5	91	-1
COc1cccc(C(=O)Nc2ccc(S(=O)(=O)N3CCN(C)CC3)cc2)c1	2.4	1	1	2	-6	0	-6	96	-1
COc1cc(SC)ccc1C(=O)NNC(=O)c1cc(C)oc1C	0.4	-4	-4	-2	0	-1	-9	92	-3
COc1ccc(S(=O)(=O)Nc2ccc(S(=O)(=O)N3CCCCC3)cc2)cc1	-6.9	3	68	9	-2	5	-4	98	-1
Cc1ccc2c(CC(=O)O)coc2c1C	0.9	2	-3	-2	-12	7	1	121	2
Cc1ccc(C(=O)N/C(=C/c2ccc(-c3cccc([N+](=O)[O-])c3)o2)C(=O)NCCCN(C)C)cc1	-1.2	-12	-5	0	5	1	-14	97	0
COc1ccc(OCC(=O)Nc2c3c(nn2C(C)(C)C)CSC3)cc1	0.9	5	-3	9	-7	7	-16	95	-5
COc1ccc(C(=O)N(Cc2ccccc2)c2ccc(C)cc2)cc1S(=O)(=O)N1CCOCC1	3.2	6	14	-5	5	-3	-11	118	4
CC(=O)NC(c1ccc(C(C)C)cc1)c1c(O)ccc2ccccc12 (stereo not drawn)	5.7	0	-5	0	-13	3	-20	102	-1
Cc1ccc(NC(=O)CCCN2C(=O)NC(C)(C)C2=O)cc1	0.7	nt	-2	-3	nt	nt	-1	119	nt
O=C(Nc1ncccn1)C1CCCN1S(=O)(=O)c1ccc(Cl)c(Cl)c1 (stereo not drawn)	-1.9	-5	2	-5	7	3	10	115	7
CSc1nc2nc3c(cc2c(=O)n1-c1ccccc1C)COC(C)(C)C3	-0.2	4	-24	0	3	1	11	103	-17
